# Screens from PubChem BioAssay.
# Neddyl block = cullin neddylation inhibition | P61081+Q13564 | TR-FRET cullin neddylation, biochemical | calls only at 25 µM | 0.58% of 360,000 active; in the data active = inhibition above about 36%
# CSN deneddyl inh = blocks human CSN-mediated cullin deneddylation | AID 651999 | inhibition, % at 12.5 µM | 0.38% of 360,000 active | Purified CSN, SCF-Nedd8-OG deneddylation, fluorescence polarization;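 active = pattern-corrected inhibition above about 35%, with an unprinted fluorescence ratio check between 0.5 and 1.5, limit read from the data, passing the limit was not always enough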;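 also: 0% = enzyme with substrate and 100% = substrate without enzyme; some results filed as inactive read as strong as hits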
#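 assay system = purified human Csn5 enzyme expressed in HEK293T cells | amount = 0.24 nM enzyme | buffer or medium = Tris/NaCl/DTT buffer, pH 7.5 | reagent = 10 nM SCFSkp2-Nedd8OG | compound = one concentration, 12.5 µM, 0.25% DMSO | times = 90 min reaction at room temperature | signal = FP | read-out basis = % inhibition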
# eLon inh = inhibitors of E. coli Lon protease; inhibition, % at 7.94 µM; purified E. coli Lon protease, fluorescence polarization; AID 602123; 0.42% of 360,000 active; in the data active = inhibition above about 13%, passing the limit was not always enough;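 also: 0% = enzyme with probe and DMSO and 100% = no enzyme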
# Rin1 Abl inh = blocks binding of human Rin1 to Abl. P00519+Q13671. TR-FRET Rin1/Abl binding, biochemical. inhibition, % at 7.35 µM. 0.4% of 360,000 active; in the data active = inhibition above about 5%, passing the limit was not always enough
# MsrA inh = inhibitors of bovine MsrA | inhibition, % at 15.5 µM | 0.75% of 360,000 active | purified bovine MsrA, absorbance read-out | AID 651718; in the data active = inhibition above about 4.5%;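 also: 0% = vehicle wells with enzyme and 100% = reference inhibitor wells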
# MsrA act = bovine methionine sulfoxide reductase A activation; 0.3% of 360,000 active; purified bovine MsrA, absorbance read-out; activation, % at 10.6 µM; in the data active = activation above about 7.5%;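 also: 0% = vehicle and 100% = reference activator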
# MLLE-PAM2 inh = inhibitors of microRNA-mediated deadenylation, human PABP1 MLLE binding | P11940 | GST-MLLE / FITC-PAM2 fluorescence polarization | inhibition, % at 20 µM | 0.36% of 360,000 active | AID 588489; in the data active = inhibition above about 35%, passing the limit was not always enough;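 also: plate controls were DMSO wells with GST-MLLE for no effect and wells lacking GST-MLLE protein for full effect; some results filed as inactive read as strong as hits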
# TbMetRS inhib = blocks T. brucei methionyl-tRNA synthetase activity; purified T. brucei MetRS, ATP depletion, Kinase-Glo luminescence; inhibition, % at 11.9 µM; 0.4% of 360,000 active;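 active = inhibition above a per-plate cutoff of the control wells' mean inhibition plus 3 SD, cut at about 5.5% in these data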;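 also: 0% = DMSO wells median and 100% = median of wells with control inhibitor compound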
#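 Material: T. brucei methionyl-tRNA synthetase, purified; reagent: substrates ATP, L-methionine and bulk Escherichia coli tRNA; dosing: 11.9 µM single point; timing: 15 min plus 2 h at 25 °C; detection: luminescence of leftover ATP; evaluation: % inhibition; control set: DMSO-only wells as low control; replicates: singlicate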
# FAS-TE inh = inhibitors of human fatty acid synthase thioesterase domain; recombinant FAS-TE, OMFH fluorogenic substrate, fluorescence endpoint; inhibition, % at 15 µM; 0.67% of 360,000 active; AID 602261;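 active = compounds whose normalised, plate-corrected inhibition of enzyme fluorescence in the single-dose primary screen is 50% or more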;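 also: 0% = DMSO with enzyme and 100% = substrate without enzyme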
# Target sequence (P49327 whole entry, looked up, the tested form may be a part): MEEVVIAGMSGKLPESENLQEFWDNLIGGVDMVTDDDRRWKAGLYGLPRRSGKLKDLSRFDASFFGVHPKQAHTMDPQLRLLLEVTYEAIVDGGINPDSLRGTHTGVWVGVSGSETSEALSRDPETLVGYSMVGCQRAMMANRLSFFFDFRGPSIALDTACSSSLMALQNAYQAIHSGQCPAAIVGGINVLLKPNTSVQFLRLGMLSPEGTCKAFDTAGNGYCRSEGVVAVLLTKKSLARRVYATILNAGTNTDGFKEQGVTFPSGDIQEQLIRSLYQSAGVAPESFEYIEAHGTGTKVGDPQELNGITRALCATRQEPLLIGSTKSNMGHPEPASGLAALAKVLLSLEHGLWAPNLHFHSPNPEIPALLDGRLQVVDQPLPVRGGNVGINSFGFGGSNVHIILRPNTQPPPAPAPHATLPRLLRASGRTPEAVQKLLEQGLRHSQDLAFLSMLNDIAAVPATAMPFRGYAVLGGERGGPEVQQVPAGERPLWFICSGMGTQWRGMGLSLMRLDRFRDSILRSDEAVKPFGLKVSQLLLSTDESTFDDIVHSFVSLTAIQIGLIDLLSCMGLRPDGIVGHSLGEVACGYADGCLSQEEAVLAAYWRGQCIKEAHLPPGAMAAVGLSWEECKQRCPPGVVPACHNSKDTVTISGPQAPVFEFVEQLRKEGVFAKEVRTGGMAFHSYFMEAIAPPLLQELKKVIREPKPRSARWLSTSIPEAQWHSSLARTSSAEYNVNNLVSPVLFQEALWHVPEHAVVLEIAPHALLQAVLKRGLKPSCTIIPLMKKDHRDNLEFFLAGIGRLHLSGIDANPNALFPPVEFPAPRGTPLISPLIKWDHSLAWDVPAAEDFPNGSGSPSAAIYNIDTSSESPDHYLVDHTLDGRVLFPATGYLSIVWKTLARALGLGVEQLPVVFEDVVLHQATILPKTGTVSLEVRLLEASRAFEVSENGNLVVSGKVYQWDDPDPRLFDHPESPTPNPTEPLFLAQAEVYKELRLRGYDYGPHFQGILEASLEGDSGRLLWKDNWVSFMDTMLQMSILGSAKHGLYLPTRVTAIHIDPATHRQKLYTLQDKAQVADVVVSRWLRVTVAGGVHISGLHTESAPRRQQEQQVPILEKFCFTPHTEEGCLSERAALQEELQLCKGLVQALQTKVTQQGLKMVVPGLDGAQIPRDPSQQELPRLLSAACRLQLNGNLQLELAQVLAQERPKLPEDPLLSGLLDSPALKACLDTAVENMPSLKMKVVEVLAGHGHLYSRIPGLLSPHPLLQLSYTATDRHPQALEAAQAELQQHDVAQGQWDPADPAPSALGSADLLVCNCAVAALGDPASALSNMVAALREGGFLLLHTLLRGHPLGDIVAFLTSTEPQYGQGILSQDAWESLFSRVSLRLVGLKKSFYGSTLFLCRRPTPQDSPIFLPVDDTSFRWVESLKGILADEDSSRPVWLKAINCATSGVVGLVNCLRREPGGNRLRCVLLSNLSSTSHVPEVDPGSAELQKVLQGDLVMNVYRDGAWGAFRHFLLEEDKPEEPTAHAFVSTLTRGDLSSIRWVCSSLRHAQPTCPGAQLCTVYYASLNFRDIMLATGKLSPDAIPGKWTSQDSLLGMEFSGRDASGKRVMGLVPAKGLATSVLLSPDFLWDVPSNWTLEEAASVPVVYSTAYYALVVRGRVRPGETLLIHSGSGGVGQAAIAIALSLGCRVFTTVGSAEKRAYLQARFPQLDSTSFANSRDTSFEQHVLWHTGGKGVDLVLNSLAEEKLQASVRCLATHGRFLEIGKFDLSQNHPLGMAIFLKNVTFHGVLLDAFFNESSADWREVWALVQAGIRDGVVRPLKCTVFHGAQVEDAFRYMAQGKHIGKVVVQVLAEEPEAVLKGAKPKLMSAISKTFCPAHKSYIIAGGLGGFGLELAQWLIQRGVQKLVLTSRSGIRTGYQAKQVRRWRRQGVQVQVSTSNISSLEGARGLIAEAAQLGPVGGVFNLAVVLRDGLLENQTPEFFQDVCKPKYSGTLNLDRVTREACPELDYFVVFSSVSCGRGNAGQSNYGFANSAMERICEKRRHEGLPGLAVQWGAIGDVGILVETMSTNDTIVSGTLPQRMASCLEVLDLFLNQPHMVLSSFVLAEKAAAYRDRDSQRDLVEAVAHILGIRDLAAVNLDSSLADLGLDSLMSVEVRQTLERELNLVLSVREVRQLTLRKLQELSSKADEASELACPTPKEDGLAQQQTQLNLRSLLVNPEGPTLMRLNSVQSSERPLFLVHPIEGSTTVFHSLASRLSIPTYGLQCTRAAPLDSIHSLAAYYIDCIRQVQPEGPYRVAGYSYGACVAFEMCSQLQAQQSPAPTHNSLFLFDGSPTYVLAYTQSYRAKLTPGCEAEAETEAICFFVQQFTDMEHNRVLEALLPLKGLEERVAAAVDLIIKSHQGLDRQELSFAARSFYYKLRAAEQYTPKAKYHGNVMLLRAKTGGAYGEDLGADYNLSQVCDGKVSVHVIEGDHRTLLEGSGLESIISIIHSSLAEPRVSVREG
# * marks the source's active call; other numbers are inactive results; i = inactive; . = no result given. The order is random; about 4% have a hit in one of these screens.
smiles	eLon inh	Neddyl block	MsrA inh	FAS-TE inh	Rin1 Abl inh	MLLE-PAM2 inh	MsrA act	TbMetRS inhib	CSN deneddyl inh
CC(=O)Nc1nc(-c2ccc3c(c2)CCO3)cs1	-8	i	-1.4	-6	2	13	-4	1.0	30
Cc1ccccc1NC(=O)C1(NC(=O)c2cccc(N3C(=O)CSC3c3ccccc3)c2)CCCCC1 (configuration not stated)	-4	i	-0.5	6	1	8	-5	-0.4	-1
N=c1c(C(=O)NCc2ccco2)cc2c(=O)n3ccccc3nc2n1CC1CCCO1 (configuration not stated)	-1	.	0.1	-19	-10	47*	-13	-2.7	5
O=C(Nc1ccc(F)cc1)C1CC(=O)N(Cc2ccco2)C1 (configuration not stated)	-12	i	-0.2	-5	1	2	0	-0.3	2
CC1CCCCN1C(=S)NCc1ccco1 (configuration not stated)	-4	i	0.6	-4	-2	-35	-2	-0.2	5
COc1ccc(F)cc1C(=O)C1CCCN(C(=O)CCN2CCCCO2)C1 (configuration not stated)	3	i	-0.3	-5	0	-9	-6	-0.5	1
CC[C@@]1(C(=O)OC)N[C@H](CN(C)C(=O)NC(C)C)[C@@H]2C(=O)N(C)C(=O)[C@@H]21	-14	i	0.1	-4	0	12	-4	-1.6	4
COc1ccc(C(=O)NNC(=O)CSc2nc3c([nH]2)c(=O)n(C)c(=O)n3C)cc1	-3	i	-1.0	2	1	-1	-1	-0.5	1

# Molecules listed so far containing a halogen, in the order listed:
smiles	eLon inh	Neddyl block	MsrA inh	FAS-TE inh	Rin1 Abl inh	MLLE-PAM2 inh	MsrA act	TbMetRS inhib	CSN deneddyl inh
O=C(Nc1ccc(F)cc1)C1CC(=O)N(Cc2ccco2)C1 (configuration not stated)	-12	i	-0.2	-5	1	2	0	-0.3	2
COc1ccc(F)cc1C(=O)C1CCCN(C(=O)CCN2CCCCO2)C1 (configuration not stated)	3	i	-0.3	-5	0	-9	-6	-0.5	1

# Next section:
smiles	eLon inh	Neddyl block	MsrA inh	FAS-TE inh	Rin1 Abl inh	MLLE-PAM2 inh	MsrA act	TbMetRS inhib	CSN deneddyl inh
COc1ccc(C2(CNS(=O)(=O)c3ccc(C)cc3)CCOCC2)cc1	-9	i	0.0	2	1	-3	-2	-0.4	1
O=C(O)/C=C/c1cn(-c2ccccc2)nc1-c1cccc([N+](=O)[O-])c1	-7	i	-0.8	38	-1	-17	-2	-0.6	-3
CC#CCN(Cc1ccco1)C(=O)c1ccc(OC2CCN(Cc3ccccn3)CC2)cc1	-1	i	-0.6	-1	0	-10	-1	0.0	-5
COc1ccc(CN(C)C(=O)c2cccc(S(=O)(=O)N3CCc4ccccc43)c2)c(OC)c1	-9	i	-1.6	26	2	-12	-1	0.2	-2
CCOc1ccccc1/C=N/Nc1nc(C)cc(=O)[nH]1	-5	i	.	-5	0	10	-13	-1.3	2
CC(C)Cc1ccc(S(=O)(=O)N2CCOCC2)cc1	-7	i	-0.4	3	2	6	-5	-1.5	2
Cc1ccc(NC(=O)CN2C(=O)NC(C)(c3ccc(Cl)cc3)C2=O)cc1 (configuration not stated)	9	i	-0.4	9	-1	13	-4	-0.2	-1
CCSc1ccc([C@@H]2[C@H]3C(=O)N(C)C(=O)[C@H]3[C@]3(C(=O)OC)CCCCN23)cc1	6	i	0.6	11	-2	4	-4	-0.4	-1
CCN(CC)c1ccc(C(=O)N/N=C/c2ccc(N3CCOCC3)cc2)cc1	-2	.	-0.2	-1	-1	7	6	0.0	2
CC[N+]1(C)CCC(=C2c3ccccc3CC(=O)c3sccc32)CC1 (configuration not stated)	5	i	-0.5	-8	-1	-9	-2	0.2	5
COC(=O)[C@]12CCCCC=C1N(Cc1cccc3ccccc13)C(=O)[C@H](CC(=O)N1CCOCC1)C2	8	i	0.8	-5	.	.	-8	-1.4	-4
Cc1cc(=O)[nH]c(SCC(=O)Nc2nnc(SCc3ccccc3)s2)n1	-1	i	0.0	-5	4	0	-14	-1.4	-10
N#CCC(=O)N1CC2(CC(c3cccc(NC(=O)COc4ccc(Cl)cc4)c3)=NO2)C[C@@H]1C(N)=O (some centres not stated)	-5	i	0.9	-4	2	-12	0	0.1	-3
Cc1ccc(S(=O)(=O)CCc2nnc(NC(=O)c3cccs3)s2)cc1	-15	i	-0.7	-14	-1	9	0	-0.5	-5
Cc1cccc2c1-c1sc(C(=O)Nc3cccc([N+](=O)[O-])c3C)cc1CO2	-14	i	-0.1	12	1	1	-8	-1.7	4
CCOC(=O)N1CCC(N2Cc3cccc(C(=O)NCc4ccccn4)c3C2=O)CC1	-2	i	-0.1	-5	-2	6	-2	-0.5	-3

# Not a retest: an excerpt of the list.
smiles	eLon inh	Neddyl block	MsrA inh	FAS-TE inh	Rin1 Abl inh	MLLE-PAM2 inh	MsrA act	TbMetRS inhib	CSN deneddyl inh
Cc1cccc2c1-c1sc(C(=O)Nc3cccc([N+](=O)[O-])c3C)cc1CO2	-14	i	-0.1	12	1	1	-8	-1.7	4
CCOC(=O)N1CCC(N2Cc3cccc(C(=O)NCc4ccccn4)c3C2=O)CC1	-2	i	-0.1	-5	-2	6	-2	-0.5	-3

# The results go on:
smiles	eLon inh	Neddyl block	MsrA inh	FAS-TE inh	Rin1 Abl inh	MLLE-PAM2 inh	MsrA act	TbMetRS inhib	CSN deneddyl inh
COc1ccc2[nH]c(C(=O)NCc3ccccc3)cc2c1	10	i	-0.5	3	0	0	-1	0.4	2
COc1ccc(-c2cc(C3CCNCC3)[nH]n2)cc1	-2	i	2.0	-5	0	-3	0	0.1	-1
Cc1ccc(C2=CC(C)(c3ccc(C)cc3)Nc3nc(C(F)(F)F)nn32)cc1 (configuration not stated)	0	i	0.1	41	2	5	-3	0.2	3
Cc1ccc(S(=O)(=O)n2nc(OC(=O)c3c(F)cccc3Cl)cc2N)cc1	-5	i	-0.2	10	2	1	-2	-0.3	3
O=C(Nc1ccc([N+](=O)[O-])cc1)N1CCc2ccccc2C1	-6	i	3.2	12	4	3	-2	1.1	-3
COc1ccc(C(C)C)cc1S(=O)(=O)n1cnc(C)c1	-6	i	-0.8	-5	8.0*	3	0	0.0	-4
COC(=O)c1ccc(OCC(O)CN2C(=O)c3ccccc3C2=O)cc1 (configuration not stated)	-8	i	0.2	-1	-1	-5	0	-0.3	2
CCN1CCc2nc(NC(=O)c3ccc(S(=O)(=O)N(C)C)cc3)sc2C1	-11	i	3.2	-6	-1	-45	-4	0.4	17
COc1ccccc1N1CCN(S(=O)(=O)c2ccc(-c3ccc(=O)[nH]n3)o2)CC1	9	i	0.2	8	-6	-7	-3	-0.6	4
O=C(Nc1ccccc1Oc1ccccc1)c1cccc([N+](=O)[O-])c1	3	i	1.3	33	-3	-2	-3	0.5	2
O=C1c2ccccc2CN1C(CO)c1ccccc1 (configuration not stated)	-5	i	-0.1	-7	1	8	-2	-0.2	1
N/C(=C\C(=O)c1cc(Cl)ccc1O)C(Cl)(Cl)Cl	-1	i	0.3	10	0	-86	-3	-0.4	5
CC(C)(C)S(=O)(=O)N1C[C@H]2CC/C=C\C/C=C\2[C@@H]1CCO	4	i	-1.3	-8	0	-6	2	-0.5	6
O=C(COC(=O)c1c(Cl)ccc(Cl)c1Cl)NC(=O)NCc1ccccc1	3	i	-1.0	14	-4	3	-3	-0.3	-15
O=C(CN1C(=O)S/C(=C\C=C\c2ccccc2)C1=O)Nc1cccc(O)c1	-5	i	2.0	12	4	-1	-5	-0.3	0
Cc1ccc(NC(=O)CSCC(=O)Nc2cc(S(=O)(=O)N3CCOCC3)ccc2OC(C)C)cc1	5	i	-1.2	-6	2	-30	-8	-0.5	-4
O=C(c1cc(-c2cccs2)on1)N1CCN(c2ccccc2)CC1	-1	i	.	10	1	-3	-7	0.0	0
O=C(CCn1nnc2ccccc2c1=O)N[C@H](C(=O)O)c1ccccc1	-10	i	-1.0	-6	2	-10	0	-0.9	1
C#CCN(C[C@H]1[C@H](OC(=O)NCc2ccc(OC)c(OC)c2)[C@H](OC(=O)NCc2ccc(OC)c(OC)c2)C[C@@H](C(=O)OC)[C@H]1C(=O)OC)S(=O)(=O)c1ccc(C)cc1	2	i	-0.3	7	-3	-1	-4	0.1	1
COC(=O)c1sc2ncccc2c1OCc1cccc(Cl)c1	0	i	0.2	22	-5	-7	-3	-0.8	0
Cc1ccc(CNC(=O)c2ccccc2-n2cnnn2)cc1	-8	i	1.8	-5	-3	-6	-3	-1.1	4
COc1ccc(-c2noc(CCC(=O)Nc3cccc(C)c3)n2)cc1	-15	i	0.3	10	-3	-6	-1	-1.1	-3
CCOc1[nH]n(-c2ccccc2)c(=O)c1C=Nc1ccc(F)cc1F	-3	i	0.7	-5	-4	12	0	-0.5	5
Cc1ccc(N2CC(C(=O)NCCS(=O)(=O)N3CCN(c4ccc(F)cc4)CC3)CC2=O)cc1 (configuration not stated)	1	i	1.1	-5	3	15	-2	0.0	4
O=C(COC(=O)c1cccc(S(=O)(=O)N2CCc3ccccc32)c1)NC1CCS(=O)(=O)C1 (configuration not stated)	-6	i	1.4	0	0	-1	-1	-0.6	-3
Cn1c(=O)[nH]c(=O)c2c1nc(CN1CCN(c3cccc(Cl)c3)CC1)n2CCc1ccccc1	-2	i	-0.3	10	4	6	-7	-1.2	2
COc1cccc(-c2cc(C(=O)NCC3CCCO3)on2)c1 (configuration not stated)	-3	i	0.6	-4	1	1	-3	0.1	-1
O=C1Cc2cc(O)ccc2O1	-5	i	-1.1	-8	3	-10	-2	0.0	-3
Cn1cnnc1SC/C(O)=C(\C#N)c1nc2ccccc2[nH]1	-5	i	4.8*	-9	3	-14	-8	0.6	-2
COc1cccc(NS(=O)(=O)NC(=O)c2c(C)[nH]c3ccccc23)c1	-17	i	0.9	-8	1	0	6	-0.1	4
O=C(C(=O)N1CCOCC1)c1c[nH]c2ccccc12	-5	i	1.4	-8	3	6	-11	0.1	6
CCCOC(=O)c1c(NC(=O)CCC(=O)O)sc2c1CCCCC2	-12	i	2.2	0	1	2	-6	-0.4	-4
Nc1nonc1-n1nnc(C(=O)N/N=C/c2c[nH]c3ccccc23)c1-c1ccccc1	2	i	1.1	5	-1	-9	-5	0.0	1
Cc1ccc(/C=C/C(=O)Nc2sc(C)c(C)c2C(=O)OC(C)C)o1	4	i	0.5	20	3	15	-4	1.3	4
O=C(CCNC(=O)c1ccc(Br)cc1)NC1CCCc2ccccc21 (configuration not stated)	1	i	-0.3	8	0	10	-3	-0.6	1
CCCCOc1ccccc1C1NC(=O)CCC1[N+](=O)[O-] (configuration not stated)	-4	i	0.2	-4	-1	-8	-9	-1.8	5
O=C(N1CCN(c2ccc(F)cc2)CC1)C12CC3CC(CC(C3)C1)C2	12	i	-0.1	17	-1	6	-2	-0.4	4
Cc1ccc2nc(NC(=O)CCCC(=O)O)sc2c1	-6	i	0.4	-4	-2	6	-5	-0.7	5
Clc1ccc2nc(C3CCCCC3)c(Cc3ccccc3)n2c1	-24	i	2.0	-5	3	-4	-4	-0.8	0
Cc1cc2nc(C)n3c4ccccc4nc3n2n1	0	i	1.1	-8	2	-4	0	-1.3	0
CN1CCN(C(=O)C2=C[C@@H](c3ccc4c(c3)OCO4)C[C@@H](OCc3ccc(CO)cc3)O2)CC1	1	i	-0.8	-10	-3	-1	-2	-0.3	5
Cc1sc(NC(=O)C2CCCCC2C(=O)O)c(C(N)=O)c1-c1ccccc1 (configuration not stated)	-4	i	1.2	-7	-1	30	-6	-0.9	-1
CCOc1ccc2nc(SC3CC(=O)N(c4ccccc4)C3=O)sc2c1 (configuration not stated)	2	i	.	9	2	11	0	-0.1	0
